# ROC1-CUL1 inh: blocks human RBX1-Cullin-1 di-ubiquitin formation. inhibition, % at 10 µM. P62877+Q13616. in vitro K48 di-Ub FRET, acceptor:donor ratio, 45 min. hit rate 0.6% among 140,000. AID 1347404; in the data active = inhibition above about 25%
# Target sequence (P62877 whole entry, looked up): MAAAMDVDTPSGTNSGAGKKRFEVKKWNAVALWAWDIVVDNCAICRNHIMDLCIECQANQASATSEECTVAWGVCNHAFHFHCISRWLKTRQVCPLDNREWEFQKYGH
# Target sequence (Q13616 whole entry, looked up): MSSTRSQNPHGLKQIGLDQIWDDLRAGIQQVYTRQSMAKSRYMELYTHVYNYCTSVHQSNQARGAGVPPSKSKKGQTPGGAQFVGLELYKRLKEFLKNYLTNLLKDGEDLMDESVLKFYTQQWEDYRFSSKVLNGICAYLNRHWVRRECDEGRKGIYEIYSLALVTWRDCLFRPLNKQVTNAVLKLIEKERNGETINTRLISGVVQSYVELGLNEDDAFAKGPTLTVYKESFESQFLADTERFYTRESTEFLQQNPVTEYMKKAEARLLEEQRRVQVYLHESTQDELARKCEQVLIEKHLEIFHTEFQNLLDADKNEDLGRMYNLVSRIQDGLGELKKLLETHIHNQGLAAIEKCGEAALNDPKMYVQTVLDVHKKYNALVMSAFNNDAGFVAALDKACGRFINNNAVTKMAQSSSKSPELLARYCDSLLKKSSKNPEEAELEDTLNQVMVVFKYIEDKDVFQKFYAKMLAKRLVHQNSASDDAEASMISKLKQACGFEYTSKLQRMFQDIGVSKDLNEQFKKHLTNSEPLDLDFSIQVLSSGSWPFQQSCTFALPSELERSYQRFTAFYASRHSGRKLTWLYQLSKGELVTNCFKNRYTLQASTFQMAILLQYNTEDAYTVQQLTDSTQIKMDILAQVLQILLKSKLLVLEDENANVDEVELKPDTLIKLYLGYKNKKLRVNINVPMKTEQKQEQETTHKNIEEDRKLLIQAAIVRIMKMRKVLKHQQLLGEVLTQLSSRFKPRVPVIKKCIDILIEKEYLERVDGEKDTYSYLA
# Numbers without * were called inactive.
SMILES,ROC1-CUL1 inh
CC(=O)C1C(c2ccccc2)=NC2=NN3C(c4ccccc4)=CC(c4ccccc4)N=C3N21 (stereo not given),0
Cc1ccc2ncc(S(=O)(=O)c3ccccc3)c(N3CCCCC3C)c2c1 (stereo not given),1
CC(C)Oc1ccc(/C=C2/N=C(c3ccccc3)N(c3ccccc3)C2=O)cc1,-2
O=C1C(=NCc2ccccc2)C(Cl)C(=O)N1c1ccccc1 (stereo not given),2
COc1ccc(-c2noc(CSc3nnc(-c4ccncc4)n3-c3cccc(C)c3)n2)cc1OC,-8
Cc1ccn2cc(C(=O)N(C)C3CCCN(CCCc4ccccc4)C3)nc2c1 (stereo not given),-12
CCC1CCCCN1C(=O)c1ccc2c(c1)N(Cc1cccc(Cl)c1)C(=O)c1ccccc1S2(=O)=O (stereo not given),-5
CN(C)c1ccc(CNC(=O)CCCN2C(=O)CCn3nc(-c4cccn4C)cc32)cc1,-4
CCOC(=O)C1CCCN(S(=O)(=O)c2cc(-c3onc(C)c3C)ccc2OC)C1 (stereo not given),-4
COc1ccc(C2(C(N)=O)CCOCC2)cc1,10
O=C(N/N=C/c1ccco1)c1cc(-c2ccccc2)n[nH]1,8
COc1cc(C2c3c(cc(C)oc3=O)OC(=N)C2C#N)cc(OC)c1OC (stereo not given),-3
COc1ccc(C(=O)C2C(=O)C(=O)N(c3ncccn3)C2c2cccc(Br)c2)cc1 (stereo not given),18
Cc1nc(=O)c(-c2ccccc2)c(C)n1-c1ccc(Br)cc1,1
CCOc1ccccc1C(=O)Nc1cc(OC)c(Cl)cc1OC,-8
Cc1cc(C(=O)N2CCCC(CO)(Cc3ccc(F)cc3F)C2)nn1C (stereo not given),1
Cc1c(C(=O)N2CCN(c3ccccc3)CC2)sc2nc3n(c(=O)c12)CCC3,7
CC(=O)Nc1ccc(NC(=O)c2csc3ccccc23)cc1,9
Cc1ccccc1S(=O)(=O)NC(C)CC(C)C (stereo not given),2
Cc1c(C(=O)N2CCN(c3ccc(F)cc3)CC2)sc2nc3n(c(=O)c12)CCC3,-1

# In another format: 3 of the compounds above.
ROC1-CUL1 inh | Compound
1 | Cc1nc(=O)c(-c2ccccc2)c(C)n1-c1ccc(Br)cc1
-8 | CCOc1ccccc1C(=O)Nc1cc(OC)c(Cl)cc1OC
1 | Cc1cc(C(=O)N2CCCC(CO)(Cc3ccc(F)cc3F)C2)nn1C (stereo not given)

# Returning to the listing, starting 3 compounds before the break.
SMILES,ROC1-CUL1 inh
CC(=O)Nc1ccc(NC(=O)c2csc3ccccc23)cc1,9
Cc1ccccc1S(=O)(=O)NC(C)CC(C)C (stereo not given),2
Cc1c(C(=O)N2CCN(c3ccc(F)cc3)CC2)sc2nc3n(c(=O)c12)CCC3,-1
O=C1C(=Cc2nc3ccccc3c(=O)n2Cc2ccccc2)c2ccccc2N1Cc1ccccc1,0
O=C(/C=C/c1cccs1)N1CCN(c2ncccn2)CC1,-7
Cc1cccc(CN2CCC(C(=O)Nc3cccc(-c4nnc(C)s4)c3)CC2)n1,-4
COc1ccc(N(CC(=O)NCCSC2CCCCC2)S(C)(=O)=O)cc1OC,-2
CC(C)Cc1ccc(CN2CCCC(NC(=O)CN3CCCC3=O)C2)cc1 (stereo not given),3
Cc1ccc(-c2csc3nc(SCC(=O)Nc4ccc(S(N)(=O)=O)cc4)n(-c4ccccc4)c(=O)c23)cc1,4
COc1cc(/C=C\C(=O)O)cc(S(=O)(=O)NCCO)c1OC,4
Cc1ccc2c(c1)C(=O)CC(CSc1nnc(NC(=O)COc3ccc(F)cc3)s1)=N2,-2
Cc1cccc(C)c1NC(=O)Cc1ccc(Cl)cc1,-3
CC(C)c1nccn1Cc1cc(C(=O)N(C)Cc2ccccc2)n[nH]1,-5
Cc1ccc2c(c1)c1c(n2CC(O)CN2CCCCCC2)C(=O)CCC1 (stereo not given),-1
O=S1(=O)c2ccccc2N(Cc2ccc(Cl)cc2)c2ccccc21,-2
CCOc1ccc(NCc2cccn2-c2nnc(N3CCC(C(=O)NCCOC)CC3)s2)cc1,-10
Cc1cc(CN2CCN(Cc3ccccc3)C(CCO)C2)n[nH]1 (stereo not given),4
Clc1nc(-c2ccccc2)ncc1Oc1ccccc1,5
Cc1ccc(C(=O)C2C(=O)C(=O)N(c3cccc(C(F)(F)F)c3)C2c2ccccc2F)cc1 (stereo not given),4
CCOC(=O)c1c(-c2ccc(C)cc2)csc1NC(=O)c1sc2cccc(Cl)c2c1Cl,-10
COc1ccc(CCNCc2ccccc2OCc2ccccc2)cc1OC,0
CCCNS(=O)(=O)c1ccc(OC)c(NC(=O)CC)c1,-2
COc1ccccc1N1C(=O)CC(Nc2ccc(C)cc2)C1=O (stereo not given),1
CN1CCC(N2CCC(CN(Cc3ccncc3)Cc3ccccn3)CC2)CC1,6
CSc1nnc(-c2cc(C)on2)n1-c1cccc(Br)c1,1
Cc1nn(-c2ccc(F)cc2)c(-n2cccc2)c1C(=O)N1CCCCC1C (stereo not given),-12
COc1ccccc1Oc1ncccc1CNC(=O)c1sc(N)nc1C,-13
Cc1ccc(CN(CC(=O)Nc2cccc(Br)c2)S(=O)(=O)c2ccc(C)cc2)cc1,-4
CCOC(=O)c1c(C)[nH]c(C)c1C#N,-5
COc1ccc(NC(=O)Cn2c(=O)n(CC3CCCO3)c(=O)c3ccccc32)c(OC)c1 (stereo not given),1
COc1cccc(N2CCN(C(=O)c3cccc(NC(=O)c4nsc5ccccc45)c3)CC2)c1,-6
COc1ccccc1CCC(=O)N1CCc2onc(-c3ccccc3F)c2C1,-5
CCN1CCN(c2csc3ccc(Br)cc3c2=O)CC1,5
Cc1ccc(CNC(=O)Cn2ccn(-c3cccc(Cl)c3)c(=O)c2=O)cc1,1
Cc1ccccc1-c1nnc(SCC(=O)N(C)C2CCCCC2)o1,14
COc1nc(N/N=C/c2ccc(F)cc2)nc(N2CCOCC2)n1,3
O=c1oc(/C=C/c2ccccc2)nc2sc3c(c12)CCC3,2
CCOc1ccc(/C=C2\CCCC3C2=NN(C(C)=O)C3c2ccc(OCC)cc2)cc1 (stereo not given),0
CC12CCCC(C(=O)NN)(CCC1)C2,0
COc1ccc(C(=O)NCCn2cc(SCC(=O)Nc3cccc(C)c3)c3ccccc32)cc1,6
O=C(O)C1CC(=O)N(c2cccc(Cl)c2)C1 (stereo not given),4
CC1(C)CC(=O)C2C(=Nc3ccccc3N(C(=O)c3ccccc3)C2c2cccc(F)c2)C1 (stereo not given),-11
Cc1ccc2c(CNCCc3ccccc3)c(C(=O)O)n(Cc3ccccc3C)c2c1,4

# An excerpt from above in order of length of the SMILES, descending.
SMILES,ROC1-CUL1 inh
CCOc1ccc(/C=C2\CCCC3C2=NN(C(C)=O)C3c2ccc(OCC)cc2)cc1 (stereo not given),0
COc1ccccc1Oc1ncccc1CNC(=O)c1sc(N)nc1C,-13
O=C(O)C1CC(=O)N(c2cccc(Cl)c2)C1 (stereo not given),4

# Returning to the listing, repeating the 7 entries before the break.
SMILES,ROC1-CUL1 inh
O=c1oc(/C=C/c2ccccc2)nc2sc3c(c12)CCC3,2
CCOc1ccc(/C=C2\CCCC3C2=NN(C(C)=O)C3c2ccc(OCC)cc2)cc1 (stereo not given),0
CC12CCCC(C(=O)NN)(CCC1)C2,0
COc1ccc(C(=O)NCCn2cc(SCC(=O)Nc3cccc(C)c3)c3ccccc32)cc1,6
O=C(O)C1CC(=O)N(c2cccc(Cl)c2)C1 (stereo not given),4
CC1(C)CC(=O)C2C(=Nc3ccccc3N(C(=O)c3ccccc3)C2c2cccc(F)c2)C1 (stereo not given),-11
Cc1ccc2c(CNCCc3ccccc3)c(C(=O)O)n(Cc3ccccc3C)c2c1,4
C=CCOc1ccccc1NC(=O)c1ccccc1,2
O=C(NC1=NCCS1)c1ccccc1Br,-10
COc1ccc(S(=O)(=O)NCC2CCCN(C(=O)c3ccccc3N(C)C)C2)cc1 (stereo not given),3
COc1ccc2c(c1)OC(C)CN(C(=O)/C(F)=C/c1ccccc1)C2 (stereo not given),1
Cc1ccccc1CSc1cn(CC(=O)N2CCCCCC2)c2ccccc12,-2
Clc1ccc(-c2nnc(CSc3nc4ccccc4[nH]3)o2)cc1,-8
CC1CCCCC1NC(=O)CSc1nnc(-c2ccccc2)n1N (stereo not given),-10
CCc1noc(C)c1C(=O)Nc1ccc(F)cc1,0
CCOC(=O)C(=O)N1c2ccccc2Sc2ccc(C(F)(F)F)cc21,3
CC(=O)N1CCC(C(=O)N2CCN(Cc3ccc(C)cc3)CC2)CC1,0
CC(C)=N/N=c1\scc(-c2ccccc2)n1Cc1ccco1,-1
C=CCN1C(=O)N=C(Cc2ccc(OC(C)C)cc2)C1=O,-6
Cc1cccc(S(=O)(=O)Nc2cccc(-c3cn4cccnc4n3)c2)c1,2
CCOC(=O)c1c(C)oc2cc(Cl)c(O)c(Br)c12,0
CCN(CC)S(=O)(=O)c1ccc(OC)c(C(=O)N2CCCC2)c1,5
COc1ccc(CNC(=O)CN(c2cccc(C)c2)S(=O)(=O)c2ccccc2)cc1,3
COc1ccccc1NC(=O)c1cc2c(=O)n(Cc3cccs3)ccc2nc1C,3
CCOc1cccc(C(=O)N(Cc2ccc(N(C)C)cc2)CC2CCCO2)c1 (stereo not given),1
CCOC(=O)C1(CCOC)CCCN(C/C=C/c2ccc(F)cc2)C1 (stereo not given),-6
CCCOc1ccc(NC(=O)c2occc2C)cc1,-1
Cc1ccc(C2C3=C(CCCC3=O)OC(=N)C2C#N)c(C)c1 (stereo not given),3
Brc1cc(-c2cc(Br)sc2Br)c(Br)s1,-6
NC(=S)NCC(c1ccccc1)c1ccccn1 (stereo not given),-2
COc1ccc(NS(=O)(=O)c2ccc(NC(=S)NC(=O)c3ccc(Br)o3)cc2)cc1,-1
Cc1ccc(NS(=O)(=O)c2ccc(NC(=S)NC(=O)CCc3ccccc3)cc2)cc1C,2
OCC1CCN(C2CCCN(Cc3nc(-c4ccccc4)no3)C2)CC1 (stereo not given),-4
Cc1cc(NC(=O)CSc2nc(N)c(C#N)cc2C#N)no1,9
Cc1sc2ncnc(Sc3nc4ccccc4s3)c2c1C,4
C#CCO[C@@H]1C=C[C@H](OCOC)C(CO)O1 (stereo not given in full),0
Oc1c(-c2cc(-c3ccccc3)n[nH]2)ccc2ccccc12,-7
CCc1nc(-c2cc(S(=O)(=O)N3CCN(c4ccccc4F)CC3)ccc2OC)no1,7
O=C(NC1CCCCCC1)c1ccc2c(c1)sc1nc(-c3ccccc3)cn12,-2
CC(=O)Nc1ccnn1C1CCN(C(=O)CCCc2ccccc2)CC1,-13
CCCn1cc(S(=O)(=O)c2cccc(Cl)c2)c(=O)c2cc(F)c(N3CCN(CC)CC3)cc21,0
O=c1[nH]c2ccccc2n1CCCN1CCN(C2c3ccccc3CCc3ccccc32)CC1,-2
O=C(NC(=S)Nc1ccc(S(=O)(=O)N2CCCC2)cc1)c1sc2ccccc2c1Cl,5
COc1cc(CNc2ccc(O)cc2)cc(Cl)c1OCc1ccccc1Cl,-6
CCN(CC)C(=O)c1sc(NC(=O)Nc2cccc(Cl)c2)c(C(=O)OC(C)C)c1C,-2
S=C1NCCc2ccccc2C1c1ccccc1 (stereo not given),-2
COCC(=O)Nc1cc(C(=O)N[C@H](C)c2cccc(OC)c2)c2c(c1)ncn2Cc1ccc(F)cc1,5
Cc1ccccc1C1C(CN2CCOCC2)=C(c2ccccc2)Oc2ccccc21 (stereo not given),4
CS/C(=C\C(=O)c1ccc(C)cc1)C(=O)c1ccc(C)cc1,-6
O=C1N=C2SC3C(=O)N(c4ccc(Cl)cc4)C(=O)C3C(/C=C/c3ccccc3)C2S1 (stereo not given),6
Cc1cc(C)nc(Sc2ncnc3c2oc2ccccc23)n1,-12
CCN(C(=O)c1sc2nc3n(c(=O)c2c1C)CCCC3)c1ccccc1F,6
Nc1ccc(C(O)CN2CCOCC2)cc1 (stereo not given),5
CCOC(=O)c1c(NC(=O)CSc2ccc(Cl)cc2)sc(C(C)=O)c1C,5
O=C(CSc1nc2cc(C(F)(F)F)ccc2s1)N1CCCC1,3
Cc1ccc(C2C3C(=O)CC(c4ccccc4Cl)CC3=Nc3ccccc3N2C(=O)C(F)(F)F)cc1 (stereo not given),1
COc1cccc(S(=O)(=O)Nc2ccc(C(=O)N3CCCCC3C)cc2)c1 (stereo not given),6
CCNc1nc(NCC)n2c(SC3CCc4ccccc4C3=O)nnc2n1 (stereo not given),6
COC(=O)c1ccccc1SC1CC(=O)N(c2cccc(C)c2)C1=O (stereo not given),-8
C=CCSc1nc2ccccc2c2nc(-c3cccnc3)nn12,20
CCCOc1ccc(C2C3=C(CC(c4ccc(Cl)cc4)CC3=O)N=C(C)C2C(=O)OC)cc1OC (stereo not given),0
CN(C(=O)CC1Sc2ccccc2NC1=O)c1ccc(Cl)cc1 (stereo not given),-2
Cc1cccc(COc2ccc(CC3=NC(=S)N(C)C3=O)cc2)c1,3
O=C(C(=O)c1cccn1S(=O)(=O)c1ccccc1)c1cccn1S(=O)(=O)c1ccccc1,-4
CC(C)CN1CCC(N2CCCC(C(=O)NC3CC3)C2)CC1 (stereo not given),-3
OC1CCCCC1N1CCC(c2ccccc2)C1 (stereo not given),1
Cc1cccc2cc3ccccc3nc12,-13

# (cont.)
SMILES,ROC1-CUL1 inh
O=C(CCC(=O)c1ccccc1)NC1CC(=O)N(Cc2cccc(F)c2)C1 (stereo not given),-2
COCCn1cnc2cc(NC(=O)C3CCCCC3)cc(C(=O)NCC3OCCc4ccccc43)c21 (stereo not given),-4
CC(C)(C)c1ccccc1OCC(=O)NCC1CCCO1 (stereo not given),4
Cc1c(C(=O)N(Cc2ccc(Cl)cc2)CC2CCCO2)oc2ccc(F)cc12 (stereo not given),-8
Cc1ccc(S(=O)(=O)Nc2ccc(-c3c[n+]4ccccc4n3C)cc2)cc1,9
CCCC(=O)Nc1ccc(O)cc1,-1
CN(C)C(=S)NC(=O)c1ccccc1,7
CC1CCN(C(=O)CSc2nnc(Cc3ccccc3)n2Cc2ccccc2)CC1,1
Cc1cnc(NC(=O)CSc2ccccc2)s1,9

# Not all compounds are listed. The share of hits here may be higher or lower than overall.
